Compound activity: PubChem BioAssay, Broad Institute
LGR2 inh: blocks bursicon-induced cAMP signaling via Drosophila LGR2. 380,000 tested, 0.35% active. AID 720647. HEK293 LGR2, CRE-luciferase, bursicon-stimulated, 4 h. inhibition, % at 9.99 µM;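 active = drop in luminescence signal, shown as inhibition above about 50% in the replicate tests, limit read from the data, passing the limit was not always enough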;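 also: agonist challenge used bursicon conditioned medium at about half maximal strength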
PAX8 inh HTS: inhibitors of PAX8 transcriptional activity in RMG-I cells; RMG-I TPO-luciferase reporter, SteadyGlo, 24 h; inhibition, % at 12.6 µM; 360,000 tested, 1.2% active;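 active = mean replicate inhibition at least 60% with every replicate also reaching 60%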;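 also: luciferase light reporting Pax8 driven TPO promoter activity; plate controls were median of neutral control wells for no effect and mitoxantrone controls for full effect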
CASP6 VEID inh: blocks human caspase-6 cleavage activity; P55212; purified caspase-6, Z-VEID-R110 cleavage fluorescence; inhibition, % at 12.5 µM; 350,000 tested, 0.53% active; AID 686996;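 active = mean inhibition across replicates at least about 35%, with every replicate also reaching that limit, limit read from the data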;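 also: 0% = median of neutral control wells and 100% = no fluorescence left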
Target sequence (P55212 24-179 limits assumed): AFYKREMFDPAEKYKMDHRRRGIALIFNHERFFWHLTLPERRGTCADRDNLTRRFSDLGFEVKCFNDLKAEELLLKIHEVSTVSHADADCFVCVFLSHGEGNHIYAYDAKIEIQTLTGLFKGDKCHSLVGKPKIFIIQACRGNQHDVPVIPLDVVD
Target sequence (P55212 194-293 limits assumed): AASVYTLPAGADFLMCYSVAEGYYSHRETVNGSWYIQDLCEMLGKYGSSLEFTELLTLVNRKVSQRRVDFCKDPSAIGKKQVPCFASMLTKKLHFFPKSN
PGC1a acetyl inh: modulators of PGC1a acetylation | U2OS PGC1a acetylation, AlphaScreen anti-acetyl-lysine; with virally co-expressed GCN5 acetyltransferase | inhibition, % at 15.6 µM | 350,000 tested, 0.17% active | AID 651687;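 active = every replicate shows inhibition of at least 40%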;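 also: 0% = neutral control wells and 100% = positive control wells; some results beyond the cut were filed as inactive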
EWS-Fli inh: inhibitors of EWS/Fli oncoprotein transcriptional activity | A673 NR0B1-luciferase reporter, viability-normalised | 350,000 tested, 0.67% active | inhibition, % at 12.6 µM;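 active = mean inhibition of at least 50% after viability correction, with every replicate also passing that limit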;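 also: firefly luciferase signal divided by Alamar Blue viability fluorescence both relative to DMSO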
miR122 inh: blocks miR-122 activity in Huh7 sensor cells; activation (reporter increase), % at 12.5 µM; Huh7 miR-122 Renilla luciferase sensor, 48 h; neutral wells = 0, positive control = 100; AID 602342; 340,000 tested, 0.3% active;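 active = mean replicate activation score at least 90 and every replicate individually at or above 90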;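 also: higher luciferase means less miR-122 activity so hits act as miR-122 inhibitors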
Cneo AK release: causes C. neoformans cell lysis; adenylate kinase release luminescence, 4 h; normalised: neutral wells 0, clomiphene wells 100; lysis activity, % at 15 µM; 360,000 tested, 0.2% active; AID 651654;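 active = mean lysis activity across replicates of at least 80%, whatever share of replicates individually reach that level; inactive = mean lysis activity below 80%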
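Material: C. neoformans cells; Schedule: 4 h static compound exposure, 37 °C, read 1 h post-reagent; Measured by: adenylate kinase release luminescence; Read-out: signal increase indicating cell lysis; Controls: Clomiphene as positive lysis control.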
FN deposition inh: fibronectin deposition inhibition. AH1F fibroblasts, Alexa488-fibronectin deposition fluorescence, overnight. inhibition, % at 12.6 µM. 350,000 tested, 0.086% active. AID 743247;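 active = mean inhibition across replicates of 30% or more, regardless of how many single replicates reach that level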;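 also: positive control wells lacked labelled fibronectin entirely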
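Material – AH1F fibroblast monolayer, labelled fibronectin deposition · Reagent – labelled fibronectin 24 nM · Timing – 1 h adhesion, overnight exposure · Measured by – fluorescence at 485 nm excitation, 525 nm emission · Read-out – inhibition of fibronectin deposition signal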
The depositor's hits bear a star; · = not tested or not shown; & = joins results of further samples; [ ] = remark or other dose.

molecule	LGR2 inh	PAX8 inh HTS	CASP6 VEID inh	PGC1a acetyl inh	EWS-Fli inh	miR122 inh	Cneo AK release	FN deposition inh
COc1ccc(NC(=O)N(C)C[C@H]2Oc3ccc(NS(=O)(=O)c4cccs4)cc3C(=O)N([C@@H](C)CO)C[C@@H]2C)cc1	3&0	4	0&-3	0	-3&-1	-1[16.7 µM]	-6&0	3
Cc1cc(C)nc(N/C(=N\S(=O)(=O)Cc2ccccc2)Nc2ccc(F)c(Cl)c2)n1	-4	12	5	·	19	·	·	-10
C[C@@H]1CN([C@H](C)CO)C(=O)c2cc(NC(=O)CCC(F)(F)F)ccc2O[C@@H](C)CCCCO[C@@H]1CN(C)S(=O)(=O)c1cccs1	3	-9	5	4	6	13[16.7 µM]	-1	·
O=S(=O)(Cc1ccccc1)N1CCCCN2[C@H](CO)[C@H](c3ccc(-c4cncnc4)cc3)[C@@H]2C1	12	-38	0	5	-3	2[16.7 µM]	1	·
CO[C@@H](CN(C)C(=O)Nc1ccc(Cl)cc1)[C@@H](C)CN(Cc1ccccc1Cl)[C@@H](C)CO	0	·	1	-8	19	·	-4	-2
CC(C)Cc1nnc(NC(=O)c2ccc(-n3cncn3)c([N+](=O)[O-])c2)s1	-15	-3	-3	-1	7	-1	-17	4
O=C(NCCc1ccc(C(F)(F)F)cc1)C1COc2ccccc2O1 (centres undefined)	15	-12	0	-4	-5	2	-2	-3
Cc1cc(C(=O)OCC(=O)N2CCC(c3ccccc3)=N2)ccc1[N+](=O)[O-]	7	-6	0	·	-10	·	4	-6
C[C@@H]1CCCCO[C@@H](CN(C)S(=O)(=O)c2cn(C)cn2)[C@@H](C)CN([C@@H](C)CO)C(=O)c2cc(NC(=O)Nc3ccc(F)cc3)ccc2O1	-1	-3	0	1	-3	-1[16.7 µM]	9	-3
CCN1[C@@H]2c3ccc(C4=CCCC4)c(=O)n3C[C@@H]2[C@@H](CO)[C@@H]1C(=O)NC1Cc2ccccc2C1	11	10	-5	·	0	-2[16.7 µM]	-2	-3
CCOC(=O)C1C(c2ccccc2)C(C(=O)OCC)C1c1ccccc1 (centres undefined)	3	·	0	1	2	0	-3	·
Cc1ccc(COC(=O)c2ccc3c(c2)C(=O)N(CCCN2CCOCC2)C3=O)cc1	0	15	-5	·	-11	·	·	1
CC(c1ccccc1)N1CC(C(=O)Nc2nccs2)CC1=O (centres undefined)	7	-1	-2	2	-2	-6	0	2
c1ccc(Oc2cccc(OCCCCSc3ncccn3)c2)cc1	·	-9	·	-8	·	-2	-2	-10
CCCOc1ccc(-c2c(C(=O)N/N=C/c3ccccc3OCC)nnn2-c2nonc2N)cc1	17	2	4	-12	·	2	-3	-3
CCCc1cc(CNC(=O)C2CCC(=O)N(Cc3ccccc3F)C2)on1 (centres undefined)	-4	-16	-1	-1	-3	-1	-1	14
COc1ccc(/C=N/N=C2\SC(CC(=O)O)C(=O)N2c2ccccc2)cc1 (centres undefined)	·	-9	2	·	-5	·	·	4
COCCNCCCOc1ccc(Cl)cc1Br	-7	7	1	·	9	·	·	7
Cc1cccc(-n2nc([N+](=O)[O-])c(=NCc3cccnc3)n2O)c1	·	·	·	1	·	2	-4	-6
C/C=C/c1ccc([C@H]2[C@@H](CO)N(C(=O)NC(C)C)[C@@H]2CNC(C)=O)cc1	-12	·	3	0	·	·	·	16

The final four entries of the part before come first, to join the parts:
molecule	LGR2 inh	PAX8 inh HTS	CASP6 VEID inh	PGC1a acetyl inh	EWS-Fli inh	miR122 inh	Cneo AK release	FN deposition inh
COc1ccc(/C=N/N=C2\SC(CC(=O)O)C(=O)N2c2ccccc2)cc1 (centres undefined)	·	-9	2	·	-5	·	·	4
COCCNCCCOc1ccc(Cl)cc1Br	-7	7	1	·	9	·	·	7
Cc1cccc(-n2nc([N+](=O)[O-])c(=NCc3cccnc3)n2O)c1	·	·	·	1	·	2	-4	-6
C/C=C/c1ccc([C@H]2[C@@H](CO)N(C(=O)NC(C)C)[C@@H]2CNC(C)=O)cc1	-12	·	3	0	·	·	·	16
CCOC(=O)C(=N/O)/C(C)=N/NC(=O)C(=O)Nc1ccc(Cl)cc1	-1	12	0	8	-7	·	2	6
O=C1CN(C(=O)CCCc2c[nH]c3ccccc23)c2ccccc2N1	9	·	1	0	·	11	1	1
CCN(C(=O)CCc1cn(CC)c2ccccc12)c1ccc(Oc2cccnc2)cc1	-3	-123	0	·	-98	·	·	14
Cc1ccc[n+](CC(=O)Nc2cc(C(F)(F)F)ccc2Cl)c1	4	·	·	-5	·	4	0	·
COc1ccc(-c2csc(N(CCCN3CCOCC3)C(=O)c3ccco3)n2)cc1	·	·	·	-16	·	29	0	8
CC(C)[C@H](NC(=O)[C@@H]1CSC2c3ccccc3C(=O)N21)C(=O)NC1CCCCC1 (some centres undefined)	14	9	5	11	-3	-7	-1	-6
OC[C@@H]1[C@@H](c2ccccc2)C2(CN(Cc3nccs3)C2)N1Cc1ccncc1	-2	-5	-1	9	1	·	·	·
CC(OC(=O)c1ccc(NC(=O)CC#N)cc1)C(=O)Nc1ccc(Oc2ccccc2)cc1 (centres undefined)	-16	·	-2	·	4	1	0	-9
COc1ccccc1-c1ccccc1[C@@H]1[C@@H](C#N)N(C(=O)C2CCOCC2)[C@H]1CO	-6	·	3	1	-6	·	·	5
CC1=CC(C)C2(CO)COC(c3cccnc3)C1C2C (centres undefined)	10	5	-2	·	1	·	·	-4
COc1ccc(CNC(=O)C(=O)NCC2OCCN2S(=O)(=O)c2ccc3c(c2)OCCO3)cc1 (centres undefined)	4	6	-1	-3	5	-14	0	1
Cc1cc2oc(=O)cc(CN3CCCCC3)c2cc1C(C)C	·	15	0	1	·	-2	-1	-2
Cc1cc2ccccn2c1C(=O)c1nc(N2CCOCC2)ncc1Cl	15	·	·	-13	·	6	-1	-3
C[C@H](CO)N1C[C@H](C)[C@@H](CN(C)C(=O)Nc2ccc(F)cc2)Oc2c(NC(=O)CCCCCC(=O)Nc3ccccc3N)cccc2C1=O	11	1	-1	-7	4	·	·	·
COc1ccc(-c2nc(SCC(=O)Nc3c(F)cccc3F)n[nH]2)cc1	10	7	1	·	-1	·	·	0
Cc1ccc(NC(=O)c2ccc(CNc3c(N4CCC(C)CC4)c(=O)c3=O)cc2)cc1	-16	-3	0	-25	-14	-2	0	3
C[C@@H]1CN([C@@H](C)CO)C(=O)c2ccccc2-c2ccccc2CO[C@@H]1CN(C)Cc1ccccc1C(F)(F)F	11	45	0	-22	19	·	·	-25
Cc1c(CN(C)C)c2c(n1C)C(=O)c1ccc(Br)cc1-2	·	·	·	-5	·	-4	0	0
COC(=O)c1ccc(C(=O)OC)c(NC(=O)COC(=O)c2ccc(OC)c(OC)c2OC)c1	11	-4	·	·	·	-2	-3	0
O=C(CNS(=O)(=O)c1ccc(Br)cc1)NCc1ccncc1	-1	-9	2	8	-7	-5	-1	-6

New compounds follow:
molecule	LGR2 inh	PAX8 inh HTS	CASP6 VEID inh	PGC1a acetyl inh	EWS-Fli inh	miR122 inh	Cneo AK release	FN deposition inh
COCCNC(=O)c1ccc(CS(=O)(=O)c2ccccc2C)o1	-3	16	1	7	6	6	-1	1
Cn1c(CN2CCOCC2)nnc1SCC(=O)Nc1ccc([N+](=O)[O-])cc1O	3	6	-2	-1	·	2	-2	·
O=C(CSc1nnnn1-c1ccc(Cl)cc1)NC1CCS(=O)(=O)C1 (centres undefined)	15	-11	2	-1	-5	-3	-2	2
O=C(Cc1cccc2ccccc12)N/N=C/c1ccc2cccc(O)c2n1	0	-13	3	9	10	17	1	5
CCOC(=O)N1CCN(S(=O)(=O)/C=C/c2ccccc2)CC1	·	-3	·	-7	·	-14	-5	·
CCN(CC)CCN1CCN(c2cncc(-c3cccc(N)c3)n2)CC1	-2	-12	-177	·	-2	0	0	-3
COc1ccc(-c2nc3c(-c4ccc(F)cc4)cnn3cc2C)cc1F	·	-7	0	-9	-10	-5	2	9
CC(C)(C)S(=O)(=O)N1Cc2cc(CO)cc(CCO)c2[C@H]1CCO	-6	8	1	0	11	-3	-8	-1
CC1CCN(C(=O)CSc2nnc3c(n2)[nH]c2ccc(F)cc23)CC1	-5	-11	0	·	7	-5	0	-2
COc1ccccc1C(=O)Nc1ccc2c(c1)C(=O)N(C)C[C@H](OC)[C@@H](C)CN[C@H](C)CO2	2	-5	0	-7	-5	4[16.7 µM]	-1	-8
COc1ccc(-n2c(O)c(/C=N/Nc3nc(C)cc(C)n3)c3ccccc3c2=O)cc1OC	6	54	8	·	19	2	-1	-5
C[C@@H]1CN([C@@H](C)CO)S(=O)(=O)c2ccc(C#C[C@@H](C)O)cc2O[C@@H]1CN(C)C(=O)C1CCC1	-6	·	0	·	5	20[16.7 µM]	43	·
C[C@@H]1CCCCO[C@@H](CN(C)C(=O)Nc2cccc3ccccc23)[C@@H](C)CN([C@H](C)CO)C(=O)c2cc(NC(=O)C3CCCCC3)ccc2O1	20	10	-1	-5	5	-2[16.7 µM]	-2	·
CC(C)(C)c1ccc(OCCCC(=O)Nc2cccc(S(=O)(=O)N3CCOCC3)c2)cc1	-4	46	0	-7	10	-1	0	-4
CC(C)n1nnnc1C1c2ccccc2C(=O)N1Cc1cccc(F)c1 (centres undefined)	10	6	0	·	-8	·	·	4
Cc1ccc(C(=O)CSc2nnc3c4ccccc4nc(C(C)(C)C)n23)cc1	13	3	0	·	42	·	·	-1
CSc1cccc(NC(=O)C2CCCN(c3ncnc4c3nc3n4CCCCC3)C2)c1 (centres undefined)	-3	34	-1	0	23	-2	0	4
Cc1[nH]c(=S)c(C#N)c(C)c1Cc1ccccc1	-8	13	1	7	10	4	1	-14
COc1ccc(NC(=O)Nc2ccc3c(c2)CC(=O)N([C@@H](C)CO)C[C@H](C)[C@H](CN(C)Cc2ccc(-c4ccccc4)cc2)O3)cc1	-5	22	0	-18	9	-8[16.7 µM]	-1	·
O=C(NCc1ccc(C(F)(F)F)cc1)C1CC(c2ccccc2C(F)(F)F)=NO1 (centres undefined)	3	15	3	·	2	·	1	-9

Remaining list, next part.
molecule	LGR2 inh	PAX8 inh HTS	CASP6 VEID inh	PGC1a acetyl inh	EWS-Fli inh	miR122 inh	Cneo AK release	FN deposition inh
COC(=O)CCCC(=O)NC1CCCN(C2Cc3ccccc3C2)C1 (centres undefined)	-13	1	0	·	11	·	-2	-2
Cc1ccc(S(=O)(=O)N(C)CC(=O)N2CCCCCCC2)cc1	16	-13	-1	-5	-2	-2	5	-6
CCCN1CCN(CCCNC(=O)CN2C(=O)COc3ccc(C(C)(C)C)cc32)CC1	-5	0	-2	-4	6	-12	3	6
Cc1ccc(C(=O)COC(=O)c2cnccn2)cc1[N+](=O)[O-]	·	-18	-1	·	11	-5	-2	-9
COc1cc(C(F)(F)F)c(C(=O)N(C)c2ccc(Cl)cc2)cn1	-4	-1	1	-2	4	·	3	5
COc1cc(OC)cc(C(=O)N2CCCC(c3nc(-c4ccc(C)o4)no3)C2)c1 (centres undefined)	8	7	1	11	·	-1	-1	7
CN(CCOc1ccccc1Cl)Cc1ccccc1	-20	2	1	0	-25	0	7	-4
C[C@@H]1CN([C@H](C)CO)C(=O)CCCn2cc(nn2)CO[C@H]1CN(C)C(=O)c1cc(-c2ccccc2)on1	12&10	0&-11&6	2&0	5&-3&4	-5&3&-5	2	0&-1	3&4
O=C(C[C@H]1CC[C@H]2[C@@H](COC[C@@H](O)CN2Cc2cccc(-c3ccncc3)c2)O1)N1CCN(c2ccccc2)CC1	-3	-13	1	-3	22	4[16.7 µM]	1	14
